aGal spleen mod = alpha-galactosidase A (human) modulation; P06280; human spleen homogenate, 4MU-alpha-Gal fluorescence, 40 min; Potency, µM (doses to about 80 µM), for the others: top-dose activity change, negative = inhibition, most hits filed as inhibitors; 0.008% of 240,000 active;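 further: 0% = enzyme with vehicle and -100% = no enzyme basal signal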
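Human spleen homogenate (1 ug) as enzyme source, 4-methylumbelliferyl-alpha-D-galactopyranoside 1 mM final, citrate/phosphate pH 5.0 with 0.01% Tween-20. Compounds 40 min at 37C, NaOH/glycine stop; fluorescence Ex 365/Em 440, Hill-fit AC50.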
Tau fluor cs = counter-screen for tau fibril formation inhibitors; Potency, µM (series often up to 57.7 µM), inactives show at the top dose activity change, negative = decrease; 0.93% of 280,000 active; tau K18 P301L Alexa594 fluorescence, heparin fibrillization; AID 1463; further: nearly all actives have a fitted effect of over 55% in size
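Human K18 P301L tau (15 uM unlabeled plus 0.24 uM Alexa 594-labeled, final) in 100 mM sodium acetate pH 7 was mixed with compound and 20 uM heparin and incubated 6 hr at 37 C.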
Tau FP inhib = blocks human tau fibril formation measured by polarization. AID 1468. K18 P301L tau heparin fibrillization, Alexa594 FP, 6 h. 0.39% of 280,000 active. Potency, µM (highest dose often 57.7 µM), without a hit: at the highest dose activity, negative = inhibition, usual class: inhibitors; further: nearly all actives have a fitted effect of over 55% in size
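Quantitative HTS format: compounds meet 15 uM recombinant K18 P301L tau and Alexa 594-tau tracer in 100 mM sodium acetate pH 7; 20 uM heparin triggers fibrillization at 37 C over 6 hr; FP gives the signal.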
ALDH1A1 inh = blocks purified human ALDH1A1 activity; P00352; Purified ALDH1A1, NADH fluorescence, propionaldehyde substrate; Potency, µM (doses to about 75.3 µM), for the others: top-dose activity, negative = inhibition, most hits filed as inhibitors; 7.3% of 220,000 active; AID 1030; active means well fitted inhibition curve with a large enough effect, not every such curve was filed as active; inconclusive means small, poorly fitted or top-dose-only effect, or another doubt; inactive means no such curve, though single readings can be large or run the other way;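 further: plate controls were no enzyme wells and a reference inhibitor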
L3MBTL1 inh = L3MBTL1 (human) inhibition; AlphaScreen L3MBTL1–H3K9me1 peptide binding; 0.66% of 230,000 active; Potency, µM (top dose mostly 57.1 µM), for the others: at the highest dose activity, negative = inhibition, usual class: inhibitors; further: nearly all actives have a fitted effect of over 60% in size
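Read-out is AlphaScreen signal from streptavidin donor and nickel chelate acceptor beads (10 ug/mL final each) bridging L3MBTL1 (50 nM) and biotinylated K9-monomethylated H3(1-15) peptide (75 nM), after 30 min compound exposure at room temperature.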
Tau ThT inhib = tau fibrillization inhibition (ThT binding) | recombinant tau K18 P301L (four-repeat tau fragment), heparin-induced fibrillization, ThT fluorescence | Potency, µM (series often up to 57.4 µM), for inactives: top-dose activity, negative = inhibition, usual class: inhibitors | 2.1% of 270,000 active | AID 1460 | P10636; further: nearly all actives have a fitted effect of over 55% in size
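K18 P301L tau (15 uM + 0.24 uM Alexa 594-tagged), heparin 20 uM, NaOAc pH 7, 6 h 37 C; ThT 30 uM, 1 h RT, ex 450/em 510 nm.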
TRb SRC2 PPI = inhibitors of human thyroid hormone receptor beta-SRC2 interaction | TRbeta-SRC2 peptide binding, fluorescence polarization; receptor liganded with 1 µM T3 | P10828 | Potency, µM (titrated, usually from 106 µM), inactives show top-dose activity change, negative = inhibition, actives largely listed as inhibitors | 0.065% of 280,000 active | AID 1469;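 further: plate controls were bound peptide for no effect and peptide without receptor for full effect; nearly all actives have a fitted effect of over 50% in size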
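Human TRb ligand-binding domain (0.6 uM) is mixed with 20 nM Texas Red SRC2 peptide and 1 uM T3; after compound addition and 5 hr at ambient temperature, polarization is measured and normalized to unbound and bound controls.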
TR SRC2 fluor cs = counter-screen for TRb-SRC2 inhibitors: fluorescence interference | 0.29% of 280,000 active | Potency, µM (doses to about 106 µM), inactives show top-dose fluorescence change, negative = quenching | TRb/SRC2 Texas Red total fluorescence interference; active means well fitted curve in either direction with a large enough effect; inconclusive means small, poorly fitted or top-dose-only effect
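Human TRβ ligand-binding domain (0.6 uM) and Texas Red SRC2 peptide (20 nM) in Tris buffer with 1 uM T3 and 5% DMSO were incubated with pinned compound for 5 hr at ambient temperature. Total fluorescence was computed as S + 2P (555/632 nm).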
* hit, by the source's call; ? = inconclusive; · = no result given; & = joins results of further samples; [ ] = another dose, or the depositor's remark. Unless noted, the call rests on the fitted dose curve; in most records, active means well fitted curve in the direction sought with a large enough effect; inconclusive means small, poorly fitted or top-dose-only effect, or another doubt; inactive means no such curve, though single readings can be large; an effect the other way counts as inactive or inconclusive. Unless noted, on the % scale 0 is the no-effect control and ±100 the full control effect; potency means the concentration at half of the fitted maximal effect.

SMILES	aGal spleen mod	Tau fluor cs	Tau FP inhib	ALDH1A1 inh	L3MBTL1 inh	Tau ThT inhib	TRb SRC2 PPI	TR SRC2 fluor cs
CCOC(=O)N1CCC(N2CCN(S(=O)(=O)c3ccc(C)cc3)CC2)CC1	5%	-5%	-2%	?	·	-6%	3%	-1%
O=C(CSc1ccc(C(F)(F)F)cc1[N+](=O)[O-])NCCOc1ccccc1	-1%	-27%	-5%	-15%	-9%	-7%	-3%	-5%
Cc1cc2c(cc(C(=O)NCc3cccnc3)n2Cc2ccc(Cl)cc2)o1	-12%	-13%	3%	6.3µM*	-10%	?	-3%	1%
CCC1CCCCN1Cc1c(O)ccc2c(=O)c(Oc3ccccc3Cl)c(C(F)(F)F)oc12 (stereo not given)	·	?	6%	·	·	-14%	1%	1%
O=C1CN(C(=O)CCN2CCOCC2)C(c2ccccc2)c2cc(Br)ccc2N1 (stereo not given)	2%	-4%	1%	7%	-8%	-1%	6%	-6%
CC(C)(C)CN1CCNC(=O)C1CC(=O)NCCc1ccccc1F (stereo not given)	2%	-15%	-7%	?	2%	-16%	7%	-1%
COC(=O)c1ccc(-n2cnc3ccccc32)nc1	-3%	-3%	-10%	2%	-8%	?	-7%	-2%
CCOC(=O)c1c(NC(=O)c2cc(-c3cccc(O)c3)on2)sc(C(C)=O)c1C	0%	-30%	12%	?	6%	-18%	2%	1%
C=CCNC(=O)c1c(N)n(-c2ccc3c(c2)OCO3)c2nc3ccccc3nc12	3%	-18%	-3%	-2%	-3%	?	-5%	-4%
O=C(Nc1ccc2c(c1)OCCO2)C1CCCN(S(=O)(=O)c2cccnc2)C1 (stereo not given)	5%	-2%	-6%	-14%	8%	-10%	-6%	1%
Cc1ccccc1NS(=O)(=O)c1ccc(Br)s1	·	-23%	-7%	·	·	-8%	-40%[53 µM]	112µM*[quencher]
Cc1cccc(N2CCC(N=CN(C)C)=N2)c1	0%	-23%	?	?	-6%	?	-5%	-5%
COc1ccc(CCNC(=O)CN2CCOc3ccccc32)cc1OC	2%	-8%	4%	-9%	7%	-8%	-1%	-1%
COc1nc(OC)nc(N2CCCCCC2)n1	-4%	-2%	0%	5%	5%	-3%	11%	0%
COC(=O)c1cc(Br)c(=O)n(Cc2cccnc2)c1	5%	-3%	1%	1%	·	-8%	4%	1%
O=S1(=O)CCC(N=Cc2cc(Br)ccc2O)C1 (stereo not given)	-5%	1%	-3%	10%	-3%	-5%	-6%	-1%
COc1ccc(NC(=O)COC(=O)CCCN2C(=O)c3ccccc3C2=O)cc1Cl	?	-20%	-9%	?	7%	-7%	-4%	-2%
O=c1[nH]c2ccc(S(=O)(=O)N3CCN(c4ccc(F)cc4)CC3)cc2o1	-1%	6%	0%	·	-19%	3%	1%	-7%
CCC(C)c1ccc(O)c(/C=N/O)c1 (stereo not given)	5%	-15%	1%	9%	·	-7%	2%	-4%
O=C(O)Cn1c(C(F)(F)F)nc2ccccc21	4%	-1%	-5%	3%	·	-4%	2%	0%
N=C(N)SCCc1ccc(CCSC(=N)N)cc1	0%	-8%	-1%	-5%	·	-9%	-3%	0%
COC(=O)C(=Nc1ccccc1)/C(C(=O)C(=O)N(C)c1ccccc1)=C(\O)c1ccccc1	5%	-6%	0%	·	18%	-10%	0%	-1%
CO[C@H]1COC(=O)C/C=C\[C@@H](C)COC(=O)[C@@H](OCc2ccccc2)/C=C\[C@@H]1C	-4%[17.5 µM]	-6%[11.6 µM]	-1%[11.6 µM]	0%[13.5 µM]	·	-6%[11.5 µM]	5%[11.2 µM]	2%[11.2 µM]
COc1ccc(CN2CC(=O)N(c3ccccc3C)C2=S)cc1OC	15%	-17%	?	11%	·	-12%	1%	0%
O=C(Cn1c(SCC(=O)Nc2ccc(F)cc2)nc2ccccc21)NCc1ccccc1Cl	·	?	-20%	·	·	-5%	5%	0%
Cc1[nH][nH]c(=O)c1C(c1cc2c(cc1Br)OCO2)c1c(C)[nH][nH]c1=O	-1%	-16%	-13%	?	·	?	-4%	1%
Cc1c(-c2ccccc2)nc2ccccc2c1C(=O)NCc1cccs1	2%	-16%	1%	14µM*	8%	-12%	-10%	0%
CCc1ccc(C2c3c(n[nH]c3C)C(=O)N2c2ccc(C)cc2)cc1 (stereo not given)	·	-9%	-15%	·	·	-5%	-1%	0%
O=C(c1ccc(Br)cc1)c1cc([N+](=O)[O-])ccc1N1CCCCC1	1%	-27%	-1%	2.8µM*	-19%	-15%	-1%	-4%
COc1ccc(S(=O)(=O)N(C)C)cc1NC(=O)Cc1cccs1	2%	7%	7%	-1%	-10%	13%	7%	-2%
CC1CC(C)(C)NC(=S)N1CCCC(=O)N1CCN(c2ccccc2F)CC1 (stereo not given)	0%	-6%	5%	?	-3%	0%	6%	1%
CC(C)OC(=O)CNc1n[nH]c(=S)[nH]c1=O	-2%	0%	2%	-9%	4%	-16%	2%	0%
CCCN1CCN(CCCNC(=O)c2cc3c(Cl)nc4ccccc4c3s2)CC1	·	-25%	-12%	·	·	?	0%	-4%
c1ccc2oc(-c3ccc(Nc4nc(N5CCCCC5)nc(N5CCOCC5)n4)cc3)nc2c1	3%	-11%	-2%	?	2%	-15%	4%	-5%
CCOC(=O)C1=C(CSc2nccn2C)NC(=O)NC1c1ccc2c(c1)OCO2 (stereo not given)	4%	3%	4%	-2%	·	0%	2%	-6%
O=C(NCC1c2ccccc2CCN1C(=O)CN1CCOCC1)C1CCCCC1 (stereo not given)	-5%	-5%	-3%	-3%	0%	-16%	1%	-4%
COc1ccc(-c2coc3cc4oc(=O)cc(-c5ccccc5)c4cc23)cc1F	2%	1%	-1%	5%	-12%	5%	6%	0%
CC1(C)OC2CO[C@]3(COS(N)(=O)=O)OC(C)(C)OC3C2O1 (stereo not given in full)	5%	-8%	-7%	5%	·	-2%	3%	-3%
Cc1ccc(C)c(N2CCN(C(=O)CN3C(=O)COc4ccc(S(=O)(=O)N5CCOCC5)cc43)CC2)c1	·	-2%	5%	·	·	1%	-11%	-1%
CC(=O)c1c(C)[nH]c(C(=O)OCc2nnc(-c3ccccc3)o2)c1C	-5%	-2%	-3%	3%	3%[11.4 µM]	?	-3%	-9%

Just Tau FP inhib, for some of the entries so far:
SMILES	Tau FP inhib
N=C(N)SCCc1ccc(CCSC(=N)N)cc1	-1%
COC(=O)C(=Nc1ccccc1)/C(C(=O)C(=O)N(C)c1ccccc1)=C(\O)c1ccccc1	0%
CO[C@H]1COC(=O)C/C=C\[C@@H](C)COC(=O)[C@@H](OCc2ccccc2)/C=C\[C@@H]1C	-1%[11.6 µM]

Remaining list, next part:
SMILES	aGal spleen mod	Tau fluor cs	Tau FP inhib	ALDH1A1 inh	L3MBTL1 inh	Tau ThT inhib	TRb SRC2 PPI	TR SRC2 fluor cs
CCc1c(C)nc2nncn2c1Nc1cccc(C)c1	·	7%	4%	·	·	8%	4%	1%
Cc1cccc(C)c1NC(=O)CNCC(=O)N(C)C	7%	0%	-6%	9%	3%	-2%	-9%	-4%
COc1cc(OC)cc(-c2nnc(SCc3cccnc3)o2)c1	-1%	-7%	-4%	-4%	-3%	-9%	7%	0%
O=C(CSc1nc2ccccc2o1)Nc1nc2ccc(Br)cc2s1	9%	-26%	-10%	?	·	?	11%	-8%
COc1cc(N2C(=O)CSC23C(=O)Nc2ccccc23)cc(OC)c1OC (stereo not given)	-2%	-2%	-9%	3%	-1%	-3%	-19%	-1%
Cc1cccc(NC(=O)C(NS(=O)(=O)c2cccc3nsnc23)c2ccccc2)c1C (stereo not given)	·	-19%	-1%	·	·	-8%	-2%	-1%
NS(=O)(=O)c1cc2c(cc1Cl)NC(C(Cl)Cl)NS2(=O)=O (stereo not given)	-6%&4%	-6%&-9%	6%&-6%	-1%&2%	5%	-13%&-3%	10%&-4%	0%&-1%
O=c1cc(CO)occ1OCc1c(F)cccc1Cl	7%	7%	7%	11%	0%	8%	-8%	0%
CCOC(=O)C1=CN(C)C=C(C(=O)OCC)C1c1ccsc1	2%	-13%	-1%	?	37%[activator]	-4%	9%	0%
Cc1ccccc1CNC(=O)CCSCc1cnn(-c2ccccc2)c1-n1cccc1	·	-23%	-3%	·	·	?	5%	0%
Cc1cc(C)c2c(-n3cccc3)c(C(=O)NCCc3ccccc3)sc2n1	·	6%	?	·	·	-1%	-5%	0%
OCCNc1cc(Cl)ncn1	3%	-24%	-7%	·	·	·	0%	0%
Cc1ccc(S(=O)(=O)NCCc2nnc3ccc(SCC(=O)Nc4c(C)cc(C)cc4C)nn23)cc1	·	-6%	-2%	·	·	-1%	-10%	-1%
COc1ccccc1N1CCN(C(=O)c2cc3ccc4ccc(C)[nH]c4c3n2)CC1	·	-17%	12%	·	·	?	-4%	0%
COC(=O)C1=C(C(=O)OC)[C@@H]2Nc3ccccc3[C@@]23C[C@@H](C(=O)OC)N(S(=O)(=O)c2ccc(C#N)cc2)C3=N1	0%[17.5 µM]	-6%[11.6 µM]	0%[11.6 µM]	?	·	-2%[11.5 µM]	5%[11.2 µM]	-5%[11.2 µM]
CC(=O)NC1C(OCc2ccccc2)OC2COC(c3ccccc3)OC2C1OCC(=O)O (stereo not given)	-11%	6%	0%	-5%	60%[activator]	5%	-7%	0%
COc1cc2c(=O)n(CC3CCCO3)c(=O)n(CC(=O)Nc3ccc(F)cc3F)c2cc1OC (stereo not given)	-3%	-3%	-8%	?	6%	-8%	-7%	0%
CSc1ccc(S(=O)(=O)NCc2ccc(Cl)cc2Cl)cc1	-7%	?	-3%	25µM*	·	-20%	1%	1%
CCC(C)(C)NC(=O)C1CCN(S(=O)(=O)c2c(C)noc2/C=C/c2ccc(C)cc2)CC1	·	12%	4%	·	·	13%	2%	-5%
CCOc1ccc(NC(=O)NCCCN2CCN(c3ccc(OC)cc3)CC2)cc1	·	-26%	?	·	·	?	-4%	-1%

2 entries picked at random from the list so far:
SMILES	aGal spleen mod	Tau fluor cs	Tau FP inhib	ALDH1A1 inh	L3MBTL1 inh	Tau ThT inhib	TRb SRC2 PPI	TR SRC2 fluor cs
c1ccc2oc(-c3ccc(Nc4nc(N5CCCCC5)nc(N5CCOCC5)n4)cc3)nc2c1	3%	-11%	-2%	?	2%	-15%	4%	-5%
Cc1ccccc1CNC(=O)CCSCc1cnn(-c2ccccc2)c1-n1cccc1	·	-23%	-3%	·	·	?	5%	0%

Compound activity deposited in PubChem by National Center for Advancing Translational Sciences (NCATS).

Compounds were not picked by outcome; overall some 8.5% were active at least once.
